Compound activity: PubChem, several laboratories
Mcl1 Noxa PPI: Mcl-1/Noxa binding inhibitors, primary screen, biochemical, TR-FRET, 1536-well; TR-FRET Mcl-1/Noxa peptide binding, 2 h; inhibition, % at 21.7 µM; 220,000 tested, 1.5% active; AID 1022, 2008;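 active = compounds that cut the protein-peptide binding signal by more than 50% relative to plate controls in a single-dose test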;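 note: His-tagged Mcl-1 with rhodamine Noxa BH3 peptide and terbium anti-His antibody; 0% = Mcl-1 plus Noxa peptide wells and 100% = peptide-only wells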
Mcl-1 Bim block: inhibitors of Bim peptide binding to Mcl-1, primary screen, biochemical, bead-based flow cytometry, multiplex; Induced myeloid leukemia cell differentiation protein Mcl-1 (Homo sapiens), Q07820; Bim peptide-Mcl-1 binding; inhibition, % at 10 µM; 190,000 tested, 0.1% active; AID 1009, 2008; in the data active = inhibition above about 40%;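 note: 0% = no compound tracer wells and 100% = peptide blocker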
Rab2A wt mod: modulators of GTP binding to Rab2A wildtype, primary screen, biochemical, dog, bead-based flow cytometry, multiplex; Ras-related protein Rab-2A (Canis lupus familiaris), P61105; AID 760, 2007; GST-Rab2 wt beads, Bodipy-GTP binding; GTP binding activity, % at 10 µM; 190,000 tested, 0.19% active;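 active = GTP binding activity at least 20 points away from 100%, either lowered or raised; inconclusive = signal likely due to the compound's own green fluorescence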;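 note: 0% = beads with excess unlabeled GTP and 100% = no-compound control corrected for plate trend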
Rac1 mut GTP: GTP binding modulators of activated mutant Rac1, primary screen, biochemical, bead-based flow cytometry, multiplex, fluorescent GTP. Ras-related C3 botulinum toxin substrate 1 (Homo sapiens), P63000. GST-Rac1 activated beads; actives lie on both sides; 100% means binding = to untreated wells. percent activity (GTP binding), % at 10 µM. 190,000 tested, 0.11% active. AID 764, 2007;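 active = GTP binding at least 20 percentage points away from the 100% baseline, in either direction, so actives lie on both sides; inconclusive = Compound likely fluorescent itself, or too few beads counted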
Mcl1-Bid inh: Mcl-1/Bid binding inhibitors, primary screen, biochemical, TR-FRET, 1536-well. TR-FRET Mcl-1/Bid-Dy647 peptide binding. inhibition, % at 21.7 µM. 220,000 tested, 0.97% active. AID 1021, 2008;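 active = compounds that cut the binding signal by more than half at the single screening dose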;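 note: His-tagged Mcl-1 with europium anti-His antibody binding Bid BH3 peptide; 0% = Mcl-1 plus peptide wells and 100% = peptide-only wells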
HRas wt GTP: modulators of GTP binding to HRas wildtype, primary screen, biochemical, bead-based flow cytometry, multiplex. GTPase HRas (Homo sapiens), P01112. GST-Ras wt beads, Bodipy-FL-GTP binding; actives lie on both sides. GTP binding activity, % at 10 µM. 190,000 tested, 0.14% active. AID 759, 2007;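 active = GTP binding activity at least 20% away from the 100% baseline, either lowered as inhibitor or raised as activator; inconclusive = flagged as likely green fluorescent, judged across all proteins in the well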;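 note: 0% = unlabeled GTP competition control and 100% = no-compound control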
Target sequence (P01112 whole entry, looked up): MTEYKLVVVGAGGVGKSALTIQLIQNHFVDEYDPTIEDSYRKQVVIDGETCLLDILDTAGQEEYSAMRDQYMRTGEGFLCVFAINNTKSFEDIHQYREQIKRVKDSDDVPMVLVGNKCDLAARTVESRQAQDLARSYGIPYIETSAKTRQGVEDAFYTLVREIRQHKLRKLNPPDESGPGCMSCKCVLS
Pf gametocyte: late stage P. falciparum gametocyte viability inhibitors, primary screen, ATP luminescence, HTS | P. falciparum stage V gametocytes, 24 h | 150,000 tested, 0.065% active | inhibition, % at 10.9 µM | AID 743093, 2013;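 active = inhibition above the mean plus 3 SD of compounds within the control limits, set per campaign, cut at about 38% in these data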;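 note: 0% = DMSO wells and 100% = medium only without gametocytes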
Rac1 wt GTP bind: wildtype Rac1 GTP binding modulators, primary screen, biochemical, GST-Rac1 beads, flow cytometry, multiplex. Ras-related C3 botulinum toxin substrate 1 (Homo sapiens), P63000. fluorescent GTP binding; actives lie on both sides; 0 = cold GTP competed, 100 = untreated. GTP binding activity (% of control), % at 10 µM. 190,000 tested, 0.27% active. AID 757, 2007;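 active = GTP binding activity at least 20 points away from the 100% control level, either lower or higher; inconclusive = compound flagged as likely green fluorescent, judged across all proteins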
Rab7 wt modul: modulators of GTP binding to Rab7, primary screen, biochemical, wildtype, multiplex bead flow cytometry; Rab7 GTPase wild type (dog), Bodipy-FL-GTP binding; GST-Rab7 beads, fluorescent GTP binding; actives lie on both sides; untreated = 100%, excess cold GTP = 0%; GTP binding activity (percent of control), % at 10 µM; 190,000 tested, 0.055% active;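 active = fluorescent GTP binding to Rab7 beads changed by at least 20 points from the 100% baseline, either direction, mostly lower; inconclusive = compound itself probably fluorescent, or too few beads counted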;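 note: median green fluorescence of bound Bodipy-FL-GTP per Rab7 bead population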
Cdc42 wt GTP: modulators of GTP binding to wildtype Cdc42, primary screen, biochemical, multiplex bead flow cytometry, Bodipy-GTP | Cell division control protein 42 homolog (Homo sapiens), P60953 | GST-Cdc42 beads; actives lie on both sides | percent activity (GTP binding), % at 10 µM | 190,000 tested, 0.2% active | AID 761, 2007;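 active = percent activity GTP binding at least 20 points away from the 100% baseline, either down as inhibitor or up as activator; inconclusive = compound flagged as likely green fluorescent from well-wide comparison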;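 note: median bead fluorescence of bound Bodipy-FL-GTP at 100 nM; 0% = excess unlabeled GTP control and 100% = no compound control; below 100% means less GTP binding so inhibitor and above means activator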
Target sequence (P60953 whole entry, looked up): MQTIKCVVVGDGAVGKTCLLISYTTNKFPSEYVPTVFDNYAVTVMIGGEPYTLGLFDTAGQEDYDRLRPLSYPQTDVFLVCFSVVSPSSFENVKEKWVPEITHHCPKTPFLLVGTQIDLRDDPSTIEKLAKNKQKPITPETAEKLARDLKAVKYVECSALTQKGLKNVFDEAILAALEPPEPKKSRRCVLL
RGS8-Gao reg: RGS8-Galphao binding modulators, primary screen, biochemical, multiplexed bead flow cytometry. AID 1423, 2008. Guanine nucleotide-binding protein G(o) subunit alpha (Homo sapiens), P09471. actives lie on both sides. 220,000 tested, 0.34% active. response (percent of control binding), % at 10 µM; in the data active = response below about 60% or above about 140%; inactive = in between;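 note: Galphao activated as the GDP aluminium fluoride complex binding bead-coupled RGS8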
Target sequence (P09471 whole entry, looked up): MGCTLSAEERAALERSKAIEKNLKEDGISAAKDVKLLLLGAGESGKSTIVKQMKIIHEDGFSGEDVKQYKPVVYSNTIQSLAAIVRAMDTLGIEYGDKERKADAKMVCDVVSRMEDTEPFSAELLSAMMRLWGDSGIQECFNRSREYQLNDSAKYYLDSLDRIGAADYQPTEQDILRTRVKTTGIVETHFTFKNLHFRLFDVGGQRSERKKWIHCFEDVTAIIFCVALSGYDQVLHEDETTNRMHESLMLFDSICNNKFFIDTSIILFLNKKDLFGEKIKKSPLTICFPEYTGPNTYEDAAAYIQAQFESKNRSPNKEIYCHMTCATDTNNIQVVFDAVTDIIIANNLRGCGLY
Active calls of the source: *; u = inconclusive; x = no result given. Rows are unselected; any-hit rate near 2.9%.

Each structure is followed by: Mcl1 Noxa PPI, Mcl-1 Bim block, Rab2A wt mod, Rac1 mut GTP, Mcl1-Bid inh, HRas wt GTP, Pf gametocyte, Rac1 wt GTP bind, Rab7 wt modul, Cdc42 wt GTP, RGS8-Gao reg
COc1cc(CN(C2CCCCC2C)S(=O)(=O)c2ccc(S(=O)(=O)NC3CC3)cc2)cc(OC)c1OC (stereo unspecified)
→ 8, -3, 97, 98, 3, 99, -8, 104, 103, 99, 88
COc1cc2c(cc1NC(=O)Nc1ccccc1)oc1ccccc12
→ 7, -1, 101, 98, -15, 101, x, 106, 104, 101, 101
Cc1ccc(S(=O)(=O)Nc2nc3ccccc3s2)cc1[N+](=O)[O-]
→ 9, -1, 96, 92, -7, 96, 1, 99, 102, 95, 100
CCOC(=O)Cc1csc(NC(=O)CSc2nc3sc(C(=O)O)c(C)c3c(=O)[nH]2)n1
→ -8, -6, 100, 98, -16, 102, 21, 106, 96, 103, 98
O=C(O)CCSc1nc(C(F)(F)F)cc(=O)n1-c1ccccc1
→ 6, -6, 94, 95, -21, 95, -5, 95, 92, 97, 96
O=C(O)C1CCCCC1C(=O)Nc1ccc2c(c1)CCC2 (stereo unspecified)
→ -9, 0, 95, 94, -12, 95, 2, 96, 97, 96, 101
O=C(Nc1ccccc1F)C1C2C=CC3(O2)C1C(=O)N(c1cccnc1)C3C(=O)NC1CCCCC1 (stereo unspecified)
→ 8, 0, 106, 102, -39, 106, 5, 106, 104, 108, 102
Cn1c(Sc2nc3ccccc3n2C)nc2ccccc21
→ 11, -4, 98, 96, -36, 98, -32, 97, 100, 97, 100
CC(C)Sc1nc2ccsc2c(=O)[nH]1
→ 1, -1, 96, 94, -21, 98, -3, 100, 105, 96, 104
Cc1ccc(S(=O)(=O)c2cc3ccccc3oc2=O)cc1
→ 19, 0, 95, 97, 7, 94, 9, 97, 94, 96, 106
COc1ccc(NC(=O)CSc2nc(-c3ccc(C)cc3)cc(C(F)(F)F)c2C#N)cc1
→ 1, -1, 98, 99, -11, 101, -2, 103, 96, 99, 94
COc1cc(NC(=O)C2CCCN(S(=O)(=O)c3cnc[nH]3)C2)cc(OC)c1 (stereo unspecified)
→ 12, 0, 100, 98, -6, 100, x, 103, 105, 101, 93
O=C(O)CCOc1ccc2c(c1)OCCO2
→ 4, 10, 101, 100, -30, 101, x, 104, 103, 101, 101
O=C(Nc1ncccn1)c1ccc(C(F)(F)F)cc1
→ -4, -4, 100, 98, -6, 101, x, 102, 103, 100, 92
Cc1ccc2c(c1)NC(=O)c1cc([N+](=O)[O-])ccc1O2
→ 8, 0, 99, 97, 0, 98, -10, 100, 102, 97, 101
CCN(CC)CCSc1nnc(Nc2ccccc2)n1-c1ccccc1
→ 3, -2, 99, 97, -2, 97, 4, 101, 103, 98, 99
COc1ccc(CCNC(=O)Cn2nc([N+](=O)[O-])c(Br)c2C)cc1OC
→ 4, 18, 97, 98, 5, 97, -31, 99, 94, 98, 110
O=C(O)c1cc2nc(-c3ccccc3)cc(-c3ccccc3)n2n1
→ 33, 0, 91, 89, -11, 88, 1, 88, 95, 85, 95
O=C(CC1C(=O)NCCN1C(=O)Nc1ccccc1)Nc1ccc2c(c1)OCCO2 (stereo unspecified)
→ -1, -5, 105, 102, 1, 105, -6, 106, 105, 107, 102
COCCN(C(=S)Nc1ccccc1OC)C1CCN(C(C)=O)CC1
→ 4, -2, 100, 100, -80, 102, x, 101, 96, 97, 105
Cc1cc(-c2ccccc2)nc2cc(C(=O)NCc3ccco3)nn12
→ 27, 1, 94, 94, -39, 93, x, 95, 95, 92, 97
O=C(CSc1nnc(-c2cccnc2)o1)c1cc2ccccc2oc1=O
→ 14, -1, u, u, -34, u, 11, u, u, u, 95
CC(=O)N1CCN(S(=O)(=O)c2ccc(S(=O)(=O)NC3CC3)cc2)CC1
→ 3, 1, 101, 97, -38, 100, 29, 107, 100, 102, 97
CCc1nnc(NS(=O)(=O)c2ccc(NC(=O)c3cc(Cl)ccc3Cl)cc2)s1
→ 19, 9, 99, 95, -35, 97, -20, 100, 102, 97, 99
O=C(c1ccccc1F)N1CCN(c2ccc([N+](=O)[O-])c3ncccc23)CC1
→ 6, -2, 98, 99, -8, 100, x, 102, 101, 99, 106
CC(C)(C)C(=O)/C=C(\N)c1ccncc1
→ 6, 0, 100, 95, 2, 98, 2, 101, 101, 98, 103
COc1ccc(OCCOC(=O)c2cccc(-n3cnnn3)c2)cc1
→ 0, 3, 104, 101, -16, 103, -16, 106, 104, 105, 29*
Cc1c(C)n(CC(O)CN2CCCCC2)c2ccccc12 (stereo unspecified)
→ 16, -4, 100, 99, 17, 102, -25, 102, 100, 102, 103
CNC(=O)Cn1c(=O)n(C)c2ccccc21
→ 7, -1, 102, 99, -20, 101, x, 104, 104, 102, 100
O=C(NCc1nc2ccccc2[nH]1)C1=C[C@@H](c2ccc(Br)cc2)C[C@@H](OCCCCO)O1
→ 17, 0, 96, 98, 10, 97, x, 97, 98, 97, 100
OCCN1CCN(CC(O)COc2ccc3ccccc3c2)CC1 (stereo unspecified)
→ 12, 0, 102, 101, 2, 103, x, 108, 101, 104, 103
CN(Cc1cc2ccccc2[nH]c1=O)C(=O)C1CCCCC1
→ 7, -2, 99, 99, -5, 100, x, 98, 99, 99, 93
CCCCCCC(=O)Oc1ccc(N2C(=O)CCC2=O)cc1
→ 55*, 2, 100, 96, 5, 98, 20, 99, 98, 102, 125
Cn1c(=O)c(=O)n(C)c2cc(S(=O)(=O)N3CCCCCC3)ccc21
→ -1, -4, 103, 100, -7, 101, 15, 99, 96, 103, 101
Cc1ccc(C(c2nnnn2CS(=O)(=O)c2ccc(C)cc2)N2CCC(C(N)=O)CC2)cc1 (stereo unspecified)
→ -26, 1, 104, 102, -33, 102, x, 106, 101, 106, 104
Cc1c(-n2c(=S)[nH]c3ccccc3c2=O)c(=O)n(-c2ccccc2)n1C
→ -8, -118, 102, 102, -78, 103, -18, 109, 103, 108, 101
COCCN1CN=C(Nc2nc3ccccc3o2)NC1
→ -19, -2, 102, 101, -8, 101, x, 101, 100, 102, 104
COc1ccc(C2SCCN2S(=O)(=O)c2ccccc2)cc1 (stereo unspecified)
→ 1, -4, 97, 91, 3, 97, 25, 97, 104, 96, 103
Cc1ccc(CNC(=O)CN(Cc2ccccc2)S(C)(=O)=O)cc1
→ 7, -4, 98, 100, -2, 100, x, 101, 96, 99, 102
CS(=O)(=O)c1ccc2nc(NC(=O)c3ccc(Cl)nc3)sc2c1
→ 12, 2, 94, 92, -31, 97, 2, 95, 100, 95, 99
COc1ccc(OC)c(-n2nnnc2SCC(=O)Nc2cc(C)ccc2OC)c1
→ -8, -5, 96, 96, -15, 97, x, 105, 93, 96, 84
CC(NC(=O)CCNS(=O)(=O)c1ccc2c(c1)c(=O)n(C)c(=O)n2C)c1ccccc1 (stereo unspecified)
→ 21, 1, 98, 100, -9, 100, x, 102, 103, 99, 104
Cc1ccc(N(C(=O)CS(=O)CC(=O)Nc2ccc(F)cc2)C(C(=O)NC2CCCCC2)c2ccco2)cc1 (stereo unspecified)
→ 4, 0, 98, 99, -1, 99, -6, 99, 101, 95, 100
CC(C)C(NC(=O)c1ccc2c(c1)OCO2)C(=O)N/N=C/c1cccs1 (stereo unspecified)
→ 1, -5, 98, 98, -12, 98, 4, 108, 95, 103, 107
C/C(=N\NC(=O)Cc1csc(N2CCOCC2)n1)c1ccccc1
→ 6, 0, 104, 102, -26, 102, 22, 107, 99, 104, 100
CC(C)c1ccccc1NC(=O)C1CN(S(=O)(=O)c2ccccc2)CCN1S(=O)(=O)c1ccccc1 (stereo unspecified)
→ 5, -2, 95, 98, -15, 101, 3, 101, 99, 98, 100
COc1ccc(C2CC(=O)N(CCCN(C)CCc3ccc(OC)c(OC)c3)C2)cc1 (stereo unspecified)
→ 27, 2, 102, 98, 36, 102, x, 101, 106, 103, 104
CC(=O)Nc1ccc(SCC(=O)c2cc(C)n(C)c2C)cc1
→ -4, 4, 100, 99, -117, 100, x, 105, 97, 100, 97
Cc1nnnn1-c1cccc(C(=O)O)c1
→ -4, 0, 101, 98, -10, 103, x, 104, 100, 98, 101
Cc1ccccc1NC(=S)N1CCC(NC(=O)c2ccco2)CC1
→ -15, -2, 101, 94, -69, 100, 10, 98, 104, 98, 98
